# IL1B cytotox – HUVEC cytotoxicity counter-screen, IL-1B stimulated | HUVEC cell count loss, Hoechst imaging | AID 845 | 94,000 compounds, 0.41% hits | cell count reduction, % at 2 µM;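 active means cell count reduction more than 3 SD above the screen-wide mean, cut at about 70% in these data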;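 further: normalized per plate to untreated control cells as the no-loss baseline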
# Smad3 inh – inhibitors of human Smad3 transcription factor binding | P84022 | 88,000 compounds, 0.29% hits | TR-FRET Smad3/Dy647-FoxH1 peptide binding, europium anti-His | inhibition, % at 25 µM;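 active means compounds that reduce the energy-transfer binding signal between the protein and its labelled peptide by more than half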;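 further: 0% = Smad3 plus labelled peptide maximal FRET and 100% = peptide-only background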
# Pyk2 oligo antag – blocks oligomerization of human Pyk2 in cells. Q293 cells, Pyk2 FERM NanoBiT luminescence; stronger effect = lower value. z-score (the deposit names both 25 µM and 10 µM). 99,000 compounds, 0.83% hits;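 active means Z-score of -3 or lower, scaled per plate to the spread of control and sample wells; inactive means z-score above -3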;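 further: negative z-score means lost luminescence so less FERM oligomerization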
# Target sequence (Q14289 whole entry, looked up): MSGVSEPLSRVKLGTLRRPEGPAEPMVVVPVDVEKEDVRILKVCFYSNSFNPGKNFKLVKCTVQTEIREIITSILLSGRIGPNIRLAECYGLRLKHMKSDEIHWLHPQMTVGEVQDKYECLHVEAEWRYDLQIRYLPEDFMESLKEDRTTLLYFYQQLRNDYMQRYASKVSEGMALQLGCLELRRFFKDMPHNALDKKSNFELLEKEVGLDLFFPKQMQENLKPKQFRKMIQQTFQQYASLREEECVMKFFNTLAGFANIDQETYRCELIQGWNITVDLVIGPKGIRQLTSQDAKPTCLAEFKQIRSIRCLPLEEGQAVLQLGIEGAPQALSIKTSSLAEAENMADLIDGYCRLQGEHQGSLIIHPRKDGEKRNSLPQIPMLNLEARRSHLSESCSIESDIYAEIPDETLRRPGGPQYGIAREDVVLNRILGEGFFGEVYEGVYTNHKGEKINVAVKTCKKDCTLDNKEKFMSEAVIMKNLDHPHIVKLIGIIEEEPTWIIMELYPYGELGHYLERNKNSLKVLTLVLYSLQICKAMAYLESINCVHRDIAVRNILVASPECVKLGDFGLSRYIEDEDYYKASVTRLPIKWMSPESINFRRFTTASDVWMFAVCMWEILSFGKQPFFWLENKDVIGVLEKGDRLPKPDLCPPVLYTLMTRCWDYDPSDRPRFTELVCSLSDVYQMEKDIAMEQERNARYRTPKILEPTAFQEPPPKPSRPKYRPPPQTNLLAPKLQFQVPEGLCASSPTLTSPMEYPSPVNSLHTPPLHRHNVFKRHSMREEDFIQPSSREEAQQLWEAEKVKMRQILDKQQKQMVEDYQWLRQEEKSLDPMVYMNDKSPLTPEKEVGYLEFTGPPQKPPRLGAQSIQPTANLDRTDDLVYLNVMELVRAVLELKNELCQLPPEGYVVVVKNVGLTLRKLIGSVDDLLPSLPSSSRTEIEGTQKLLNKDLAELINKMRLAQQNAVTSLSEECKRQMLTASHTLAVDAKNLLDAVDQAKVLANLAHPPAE
# An asterisk follows results filed as active; · = not tested or not shown. This is a subset; count on the stated rates, not on these rows.
SMILES,IL1B cytotox,Smad3 inh,Pyk2 oligo antag
O=C(O)C(=O)Cc1ccc2c(c1)OCO2,·,16,·
[N-]=[N+]=NCC(=O)c1c[nH]c(=O)[nH]c1=O,·,-9,·
CC(C)(C)c1ccc(O)c(C[N+](C)(C)C)c1,·,-1,·
CC1(C)CC(=N[N-]C(N)=[SH+])CC(C)(C)N1.CC1(C)CC(=N[N-]C(N)=[SH+])CC(C)(C)N1.[Ni],·,68*,·
N[C@H](Cc1ccccc1)c1nn[nH]n1,·,-7,·
Nc1ccccc1O.O.O=C(O)[C@H]1[O][Sb][O][C@H]1C(=O)O,·,15,·
O=C(O)C[C@@H]1OCC=C2CN3CC[C@]45c6ccccc6N[C@H]4[C@H]1[C@H]2C[C@H]35,·,-14,·
O=C1NC(=S)NC(=O)C1=Cc1cccc2cc3ccccc3cc12,·,5,·
O=S(=O)(O)/C(=C\c1ccccc1)c1ccccc1 (tested in a mixture with another compound),·,12,·
C[C@@](Br)(C(=O)O)[C@H](Br)C(=O)O,·,-1,·
O=C(O)C(O)(c1ccc(-c2ccccc2)cc1)c1ccc(-c2ccccc2)cc1,·,-1,·
Cc1cc[c]([Sb]2[O][C@H]([C@H](O)[C@H](O)C(=O)O)[C@@H](CO)[O]2)cc1,·,5,·
CCSCC[C@H](N)C(=O)O,·,-18,·
O=C(O)CSCC(=O)O,·,-5,·
Oc1cccc2cccnc12,·,4,·
C[n+]1c(/C=C/c2ccc(O)c3ncccc23)[se]c2ccccc21,·,50,·
CN1C[C@@H](C(=O)N[C@@]2(C)O[C@@]3(O)[C@H]4CCCN4C(=O)[C@@H](Cc4ccccc4)N3C2=O)C=C2c3cccc4[nH]cc(c34)C[C@@H]21,·,20,·
O=C(O)CNC(=O)c1ccc([As](=O)(O)O)cc1,·,-5,·
O=C(O)C[O][Sb][O]CC(=O)O,·,0,·
CN(C)[C@@H]1C(=O)C(C(N)=O)=C(O)[C@]2(O)C(=O)C3=C(O)c4c(O)cccc4[C@](C)(O)[C@H]3C[C@@H]12,·,96*,·
C[C@H](Br)CN(C[C@H](C)Br)c1ccc2c(c1)Cc1ccccc1-2,·,1,·
C[C@@H](O)CN(CCN(C[C@@H](C)O)C[C@@H](C)O)C[C@@H](C)O.O=[N+]([O-])O.[Cu],·,15,·
CC(C)[C@]1(O)[C@@H](OC(=O)c2ccc[nH]2)[C@@]2(O)[C@@]3(C)C[C@]4(O)O[C@@]5([C@H](O)[C@@H](C)CC[C@@]35O)[C@@]2(O)[C@@]41C,·,0,·
Nc1nc(SC2CCC([N+](=O)[O-])C3NONC23)c2[nH]cnc2n1 (configuration not stated),·,24,·
C[C@]12CC[C@H](O)C[C@@H]1CC[C@H]1[C@H]2CC[C@@]2(C)[C@H](C3=CC(=O)OC3)[C@H](O)C[C@]12O,·,16,·

# Record cards, as listed above. Order of screens: IL1B cytotox, Smad3 inh, Pyk2 oligo antag
# `[N-]=[N+]=NCC(=O)c1c[nH]c(=O)[nH]c1=O` in the list: ·, -9, ·
# `O=C(O)C[C@@H]1OCC=C2CN3CC[C@]45c6ccccc6N[C@H]4[C@H]1[C@H]2C[C@H]35` in the list: ·, -14, ·

# 19 structures from above, ordered by length of the SMILES, high to low.
SMILES,IL1B cytotox,Smad3 inh,Pyk2 oligo antag
CC(C)[C@]1(O)[C@@H](OC(=O)c2ccc[nH]2)[C@@]2(O)[C@@]3(C)C[C@]4(O)O[C@@]5([C@H](O)[C@@H](C)CC[C@@]35O)[C@@]2(O)[C@@]41C,·,0,·
CN1C[C@@H](C(=O)N[C@@]2(C)O[C@@]3(O)[C@H]4CCCN4C(=O)[C@@H](Cc4ccccc4)N3C2=O)C=C2c3cccc4[nH]cc(c34)C[C@@H]21,·,20,·
CN(C)[C@@H]1C(=O)C(C(N)=O)=C(O)[C@]2(O)C(=O)C3=C(O)c4c(O)cccc4[C@](C)(O)[C@H]3C[C@@H]12,·,96*,·
C[C@]12CC[C@H](O)C[C@@H]1CC[C@H]1[C@H]2CC[C@@]2(C)[C@H](C3=CC(=O)OC3)[C@H](O)C[C@]12O,·,16,·
CC1(C)CC(=N[N-]C(N)=[SH+])CC(C)(C)N1.CC1(C)CC(=N[N-]C(N)=[SH+])CC(C)(C)N1.[Ni],·,68*,·
C[C@@H](O)CN(CCN(C[C@@H](C)O)C[C@@H](C)O)C[C@@H](C)O.O=[N+]([O-])O.[Cu],·,15,·
O=C(O)C[C@@H]1OCC=C2CN3CC[C@]45c6ccccc6N[C@H]4[C@H]1[C@H]2C[C@H]35,·,-14,·
Cc1cc[c]([Sb]2[O][C@H]([C@H](O)[C@H](O)C(=O)O)[C@@H](CO)[O]2)cc1,·,5,·
O=C(O)C(O)(c1ccc(-c2ccccc2)cc1)c1ccc(-c2ccccc2)cc1,·,-1,·
C[C@H](Br)CN(C[C@H](C)Br)c1ccc2c(c1)Cc1ccccc1-2,·,1,·
C[n+]1c(/C=C/c2ccc(O)c3ncccc23)[se]c2ccccc21,·,50,·
O=C1NC(=S)NC(=O)C1=Cc1cccc2cc3ccccc3cc12,·,5,·
[N-]=[N+]=NCC(=O)c1c[nH]c(=O)[nH]c1=O,·,-9,·
O=C(O)CNC(=O)c1ccc([As](=O)(O)O)cc1,·,-5,·
CC(C)(C)c1ccc(O)c(C[N+](C)(C)C)c1,·,-1,·
N[C@H](Cc1ccccc1)c1nn[nH]n1,·,-7,·
O=C(O)C[O][Sb][O]CC(=O)O,·,0,·
CCSCC[C@H](N)C(=O)O,·,-18,·
O=C(O)CSCC(=O)O,·,-5,·

# Further records.
SMILES,IL1B cytotox,Smad3 inh,Pyk2 oligo antag
Cc1ccc(O)cc1 (tested in a mixture with another compound),·,4,·
C[C@]12CC[C@@H]3[C@H](CCC4=CC(=O)CC[C@]43C)[C@]1(O)CC[C@@]2(O)C(=O)CO,·,1,·
CC(C)=C[C@H]1[C@H](C(=O)OCc2cc3c(cc2Cl)OCO3)C1(C)C,·,-3,·
Cc1cc(C)cc(-n2c(O)c(C=Nc3ccc(N4CCOCC4)cc3)c(=O)[nH]c2=S)c1,·,·,0.23
N#CCCn1cc(C(=O)Nc2ccccc2Cl)c(-c2ccc([N+](=O)[O-])cc2)n1,·,·,-0.34
CN1CCN(c2ccc(S(C)(=O)=O)cc2[N+](=O)[O-])CC1,·,·,-0.02
CCOC(=O)C(O)(c1ccc(NC(=O)Oc2ccccc2)cc1)C(F)(F)F (configuration not stated),·,·,-1.5
CC(C)c1ccc(N2C(=O)NC(=O)/C(=C/c3cnc(-c4ccccc4)nc3)C2=O)cc1,·,·,-0.75
O=c1[nH]c(=O)n(-c2ccc(Cl)cc2)c(O)c1C=Nc1ccc(S(=O)(=O)Nc2nccs2)cc1,·,·,0.05
COc1cccc(NP(=O)(Oc2ccc(Cl)cc2)Oc2ccc(Cl)cc2)c1,·,·,-1
CN(C)C(=O)Oc1ccc(-c2cn3cc(C(F)(F)F)ccc3n2)cc1,·,·,0.28
CN(C)C(Cc1ccc(Cl)cc1)C(=O)c1ccccc1 (configuration not stated),·,·,-0.32
CC(C)Oc1ccc(CCN)cc1Cl,·,·,0.7
O=c1[nH]c(=S)n(Cc2ccc(F)cc2)c(O)c1/C=N/N1CCCCCC1,·,·,0.25
Cc1ccc(N2C(=O)NC(=O)C(CCc3ccccn3)(Cc3cccc(Cl)c3Cl)C2=O)cc1 (configuration not stated),·,·,0.12
O=C(CNC(=O)c1cccc(Cl)c1)Nc1ccc(Br)cc1C(=O)c1ccccc1,·,·,-0.31
CCc1nc2ccc(Br)cc2c(=O)n1-c1ccccc1C(F)(F)F,0,·,-2

# Screening data from PubChem.
